Screens: PubChem BioAssay, Broad Institute
ERp5 inh: inhibitors of ERp5-driven insulin aggregation, primary screen, biochemical, turbidity, absorbance 650 nm, single point | AID 651711, 2012 | inhibition, % at 9.99 µM | 0.05% of 350,000 active | 90 min;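 active = mean replicate inhibition above about 25%, with every replicate also reaching it, limit read from the data, passing the limit was not always enough; inconclusive = only one of those two criteria met; inactive = neither criterion met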
Target sequence (Q15084 whole entry, looked up): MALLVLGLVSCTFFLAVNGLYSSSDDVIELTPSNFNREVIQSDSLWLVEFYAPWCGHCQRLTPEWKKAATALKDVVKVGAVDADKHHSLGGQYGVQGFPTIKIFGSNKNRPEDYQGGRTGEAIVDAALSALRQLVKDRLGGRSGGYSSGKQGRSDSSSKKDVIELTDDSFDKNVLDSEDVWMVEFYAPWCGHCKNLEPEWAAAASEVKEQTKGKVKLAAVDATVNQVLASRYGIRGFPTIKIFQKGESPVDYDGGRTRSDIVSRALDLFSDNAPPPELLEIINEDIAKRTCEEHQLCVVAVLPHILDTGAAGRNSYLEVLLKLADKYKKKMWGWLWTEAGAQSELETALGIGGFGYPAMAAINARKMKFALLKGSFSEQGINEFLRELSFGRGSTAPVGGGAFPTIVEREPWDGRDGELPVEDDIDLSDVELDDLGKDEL
ERAP1 inh: human ERAP1 aminopeptidase inhibitors, primary screen, biochemical, single point, plate reader; AID 652197, 2013; recombinant ERAP1, Leu-AMC fluorescence, 60 min; Endoplasmic reticulum aminopeptidase 1 (Homo sapiens), Q9NZ08; inhibition, % at 10.7 µM; 0.15% of 340,000 active;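 active = mean replicate inhibition of at least 30%, or all replicates individually reaching that 30% level; inactive = mean below 30% and not every replicate reaching it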;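 also: 0% = neutral control wells and 100% = L-leucinethiol positive control wells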
SIRT5 block: SIRT5 desuccinylase inhibitors, primary screen, biochemical, fluorescence imaging, single point, set 5; NAD-dependent protein deacylase sirtuin-5, mitochondrial (Homo sapiens), Q9NXA8; Purified SirT5, succinyl-peptide AMC, trypsin-coupled fluorescence; inhibition, % at 15 µM; 1.1% of 330,000 active; AID 652115, 2013; in the data active = inhibition above about 15%; inconclusive = no clear call, values can overlap the other calls
Target sequence (Q9NXA8 whole entry, looked up): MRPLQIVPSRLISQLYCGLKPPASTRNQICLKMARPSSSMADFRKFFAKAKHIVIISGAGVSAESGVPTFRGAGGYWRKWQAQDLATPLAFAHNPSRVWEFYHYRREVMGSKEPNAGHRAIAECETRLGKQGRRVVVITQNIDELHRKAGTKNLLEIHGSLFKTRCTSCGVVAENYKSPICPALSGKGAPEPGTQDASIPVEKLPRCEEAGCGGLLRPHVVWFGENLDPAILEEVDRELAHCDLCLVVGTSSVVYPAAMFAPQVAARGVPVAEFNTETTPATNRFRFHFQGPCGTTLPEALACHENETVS
DENV2 CPE rescue: inhibitors of DENV2 cytopathic effect, primary screen, cell-based, plate reader, single concentration; DENV2-infected cells, cytopathic effect rescue; CPE inhibition, % at 9.99 µM; 1.7% of 350,000 active; AID 651640, 2012; in the data active = CPE inhibition above about 20%, passing the limit was not always enough; inconclusive = no clear call, values can overlap the other calls; tested in BHK-21 cells;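 also: 0% = median of neutral control wells and 100% = median of positive control wells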
F508del corr: F508del CFTR correction, initial screen, CFBE line, single point. 0.36% of 350,000 active. CFBE cells, YFP halide quenching; stimulated with forskolin plus potentiator P3; % fluorescence drop versus neutral controls. AID 720511, 2013. activity (quench increase), % at 7.58 µM;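 active = mean added fluorescence quench of at least 8% versus neutral control, with both replicates also reaching 8%; inconclusive = only one of the mean or replicate conditions met; inactive = mean below 8% and not both replicates reaching 8%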;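 also: cells transiently co-express mutant CFTR-F508del with the halide-sensitive YFP; corrector assay measuring rescue of mutant channel to the surface after 24 h compound exposure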
miR-122 sensor: miR-122 Renilla sensor signal increase in Huh7, primary screen, miR-122 inhibitor project, cell-based, single point, plate reader; Huh7 miR-122 Renilla luciferase sensor, 48 h; neutral wells = 0, positive control = 100; activation (reporter increase), % at 12.5 µM; 0.3% of 340,000 active; AID 602342, 2012;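 active = mean replicate activation score at least 90 and every replicate individually at or above 90; inconclusive = only one of the two criteria met; inactive = neither criterion met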;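 also: higher luciferase means less miR-122 activity so hits act as miR-122 inhibitors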
Casp6 inh: human caspase-6 inhibitors, primary screen, biochemical, VEID-R110 fluorescence, single point, set 2. AID 686996, 2013. 0.53% of 350,000 active. purified caspase-6, Z-VEID-R110 cleavage fluorescence. P55212. inhibition, % at 12.5 µM;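 active = mean inhibition across replicates at least about 35%, with every replicate also reaching that limit, limit read from the data; inconclusive = only one of the two criteria met; inactive = neither criterion met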;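 also: 0% = median of neutral control wells and 100% = no fluorescence left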
Target sequence (P55212 24-179 limits assumed): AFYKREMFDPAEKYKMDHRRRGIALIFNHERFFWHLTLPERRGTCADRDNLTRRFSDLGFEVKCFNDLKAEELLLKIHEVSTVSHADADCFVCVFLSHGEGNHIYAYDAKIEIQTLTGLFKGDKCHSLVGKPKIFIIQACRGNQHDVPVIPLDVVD
Target sequence (P55212 194-293 limits assumed): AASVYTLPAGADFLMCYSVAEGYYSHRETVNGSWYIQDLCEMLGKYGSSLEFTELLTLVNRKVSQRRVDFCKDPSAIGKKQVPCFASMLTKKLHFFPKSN
Active calls of the source: *; ? = inconclusive; / = not tested or not shown; [ ] = dose if it differs, or a comment.

SMILES	ERp5 inh	ERAP1 inh	SIRT5 block	DENV2 CPE rescue	F508del corr	miR-122 sensor	Casp6 inh
CCOc1ccc(N2CC(C(=O)NCCN3C(=O)S/C(=C\c4ccc(OC)c(OC)c4)C3=O)CC2=O)cc1 (configuration not stated)	-1	2	-4	3	-1.3	/	0
CO[C@H]1CC[C@@H]2CCN(C)C(=O)CC3(CCCCC3)CN(C)C(=O)c3cc(C#N)ccc3OC[C@@H]1O2	1	2	-1	-2	/	/	-13
CC(=O)Nc1ccc2c(c1)C(=O)N(C)[C@H]1CC[C@@H](CC(=O)N3CCc4ccccc4C3)O[C@H]1CO2	/	/	/	10	2.2	33[16.7 µM]	/
Cc1ccc(C=Cc2ccccn2)cc1	-4	1	-18	1	-6.6	-22	-2
O=C(COC(=O)Cc1cccc(C(F)(F)F)c1)Nc1ccccc1	-4	1	-4	4	/	-4	3
CCCc1nn(C)c2c(=O)[nH]c(-c3ccccc3OCC)nc12	-2	-1	2	/	-0.5	0	-1
O=C(COC(=O)C1C2CC3OC(=O)C1C3C2)Nc1ccc(Cl)cc1 (configuration not stated)	1	2	-1	5	-0.2	1	-2
C[C@@H]1CN([C@H](C)CO)C(=O)Cc2cc(NC(=O)Nc3ccc(C(F)(F)F)cc3)ccc2O[C@@H]1CN(C)C(=O)Nc1ccccc1	6	0	5	-9	2.2	20[16.7 µM]	0
C/C=C/c1cnc2c(c1)C(=O)N([C@@H](C)CO)C[C@@H](C)[C@@H](CN(C)C(=O)Nc1ccc(C(F)(F)F)cc1)O2	15	-1	2	6	-2.4	-2[16.7 µM]	-2
CC1(C(=O)NS(=O)(=O)c2ccc3c(c2)CCO3)CCN1C(=O)Cc1ccc(-c2ccccc2)cc1 (configuration not stated)	-4	-1	9	-9	-1.7	1	-2
CCNC(=O)c1cc2c(c(-c3cccc(-c4cccc(C(=O)N(C)C)c4)c3)n1)[C@H](CCO)N(S(=O)C(C)(C)C)C2 (some centres not stated)	3	0	-5	11	4.6	6	17
COc1ccc(NC(=O)COC(=O)Cc2c[nH]c3ccccc23)cc1OC	-5	-2	/	-7	1.2	1	-1
O=C1OC(c2ccccc2)Cc2cc(C(=O)N3CCN(c4ccc(F)cc4)CC3)ccc21 (configuration not stated)	-1	-6	-4	10	-0.4	-2	-1
CSc1sc2ccccc2[n+]1CCCS(=O)(=O)[O-]	?	1	5	/	0.6	-1	0
C[C@H](CO)N1C[C@H](C)[C@H](CN(C)C(=O)Nc2ccc(F)cc2)Oc2ncc(C#C[C@@H](C)O)cc2C1=O	8	0	-1	7	1.8	-3[16.7 µM]	-6
Cc1nc2ccc(S(=O)(=O)N3CCCCC3)cc2s1	3	-1	2	-3	-0.2	2	2
CC1(C)C(=O)C2(CCCCC2)C(=O)OC1c1cccn1-c1ccc([N+](=O)[O-])cc1 (configuration not stated)	-1	-2	-1	6	/	/	-1
CNC(=O)C[C@H]1CC[C@H]2[C@@H](COC[C@H](O)CN2Cc2ccc(Cl)c(Cl)c2)O1	-7	2	1	3	1.6	1[16.7 µM]	1
Cc1ccc2oc(-c3cc(NC(=O)c4ncn[nH]4)ccc3O)nc2c1	0	3	4	11	-1.0	-6	9
COc1cc([N+](=O)[O-])ccc1NC(=O)C[n+]1cccc(C(C)=O)c1	3	2	5	-1	0.6	2	-20
Cc1ccc(C)c(Cn2c(C)nc3c(sc(=S)n3-c3ccccc3)c2=O)c1	-2	3	-3	3	-1.7	11	-6
NC(=O)c1ccc(NC(=O)C#Cc2ccccc2)cc1	-1	3	-3	1	-0.9	-15	1
CCc1cccc(CC)c1NC(=O)COC(=O)C1(C)CC1(Cl)Cl (configuration not stated)	2	/	/	-1	-0.2	1	-4
Cc1ccc(NC(=O)N2CCCC2C(=O)NCc2ccc(Cl)cc2)cc1 (configuration not stated)	1	-1	-2	?	-2.1	1	-3
CN(C)C(=O)c1ccc(-c2ccc([C@@H]3[C@H](CO)N4CCCCN(C(=O)C5CCCC5)C[C@@H]34)cc2)cc1	-2	4	0	-4	0.8	-28[16.7 µM]	1

New compounds follow
SMILES	ERp5 inh	ERAP1 inh	SIRT5 block	DENV2 CPE rescue	F508del corr	miR-122 sensor	Casp6 inh
CC(C)c1cn(CC[C@H]2CC[C@@H](NC(=O)C3CCOCC3)[C@@H](CO)O2)nn1	8	3	12	3	1.9	/	2
Cc1ccc(-c2nc3ccc(Br)cn3c2Cc2ccsc2)cc1	1	-1	-4	-2	0.3	2	11
CC(C)N=C(Nc1cccnc1)c1ccccc1	0	0	-6	-3	-2.3	-6	39*
Cc1noc(/C=C/N(C)C)c1S(=O)(=O)N1CCCC(C(=O)Nc2ccc3c(c2)OCO3)C1 (configuration not stated)	2	-2	0	-1	0.6	/	-3
Cc1ccc(NC(=O)Cc2n[nH]c(=O)c3ccccc23)cc1S(=O)(=O)N1CCCCCC1	1	-2	1	-2	2.0	8	1
COc1cc2ccccc2cc1C(=O)Nc1ccc(Cl)cn1	5	1	-1	2	-0.6	4	3
COc1cccc(-c2cnc3c(c2)C(=O)N([C@@H](C)CO)C[C@@H](C)[C@H](CN(C)C(=O)CN(C)C)O3)c1	-6	-7	-4	-4	1.9	1[16.7 µM]	-2
COc1cc(/C=N/Nc2ccccc2)ccc1O	4	0	-5	6	-1.4	1	-3
Cc1nn(C)c(=O)n1N(C)c1ncc(C(F)(F)F)cc1Cl	-2	-3	8	3	-0.1	-4	-6
Cc1cc(Cl)ccc1C(O)c1ncc(-c2ccccc2C(F)(F)F)[nH]1 (configuration not stated)	-3	3	/	0	0.4	36	2
Cc1cccc(-c2ccc([C@@H]3[C@H]4CN(C(=O)CN5CCOCC5)CC(=O)N4[C@H]3CO)cc2)c1	1	-5	1	-7	0.0	/	2
COc1ccccc1C(=O)Nc1ccnn1C1CCN(Cc2cn(C)c3ccccc23)CC1	5	-8	-4	-3	-2.2	-9	/
CCc1noc(C)c1C(=O)OCC(=O)N(CC)c1c(N)n(Cc2ccccc2)c(=O)[nH]c1=O	1	8	-3	7	0.2	-4	-1
O=C(CN1CCOC1=O)N1CCCC(N2CCN(c3cccc(C(F)(F)F)c3)CC2)C1 (configuration not stated)	4	-1	-3	2	2.3	1	-2
CCC1CCC(C(=O)NC(C(=O)NCCc2ccc(S(N)(=O)=O)cc2)C(C)C)CC1 (configuration not stated)	-2	-5	1	3	3.6	1	2
Cn1nnnc1NCc1cccc(Cl)c1Cl	2	2	4	-5	3.0	2	3
CN(C)C(=O)c1cccc(-c2ccc(C3[C@@H]4CN(Cc5ccc6c(c5)OCO6)C[C@H]3N4)cc2)c1 (some centres not stated)	-3	-4	4	-2	-2.3	/	0
O=C1c2ccccc2C(c2nnnn2Cc2ccccc2)N1CCc1c[nH]c2ccccc12 (configuration not stated)	0	/	0	-9	1.9	/	0
COC(=O)C(C(=O)OC)C1C=CCN(C(C)=O)C1 (configuration not stated)	1	-1	0	-4	-3.5	1	7
O=C(O)CSc1ccnc2cc(Cl)ccc12	4	0	1	2	-0.9	-1	-4
COc1ccc2c(c1)c1ncn(Cc3ccc(F)cc3)c(=O)c1n2C	3	2	-8	-2	2.4	3	-1
O=C(CCCN1CCC(O)(c2ccc(Br)cc2)CC1)c1ccc(F)cc1	-3	0	-2	-2	1.1	5	0
Cc1noc(C)c1NC(=O)Nc1ccc2c(c1)C(=O)N([C@@H](C)CO)C[C@@H](C)[C@H](CN(C)C(=O)Nc1ccc(C(F)(F)F)cc1)OCCCC[C@H](C)O2	-10	-1	5	-5	0.1	20[16.7 µM]	0
C[C@@H]1CCCCO[C@@H](CN(C)C(=O)CCC(F)(F)F)[C@@H](C)CN([C@H](C)CO)C(=O)c2cc(NS(C)(=O)=O)ccc2O1	-2	3	-3	-4	-1.3	-5[16.7 µM]	-2
O=C(CCS(=O)(=O)c1ccc(Cl)cc1)Nc1ccc(N2CCOCC2)cc1	4	-1	-3	0	0.8	0	-1

Limited to Casp6 inh and ERp5 inh (3 entries from above):
| SMILES | Casp6 inh | ERp5 inh |
| --- | --- | --- |
| O=C(O)CSc1ccnc2cc(Cl)ccc12 | -4 | 4 |
| COc1cc(/C=N/Nc2ccccc2)ccc1O | -3 | 4 |
| COC(=O)C(C(=O)OC)C1C=CCN(C(C)=O)C1 (configuration not stated) | 7 | 1 |

(listing goes on)
SMILES	ERp5 inh	ERAP1 inh	SIRT5 block	DENV2 CPE rescue	F508del corr	miR-122 sensor	Casp6 inh
Cc1[nH]c2ccc(C(=O)NCCCN3CCOCC3)cc2c1C	10	-3	-2	-4	-0.3	-5	-25
CN(C)CCCNc1nc2cc(-c3cnn(Cc4ccccc4)c3)sc2c(=O)n1C	1	-5	0	7	2.7	-5	-16
O=C(CCC(=O)NNC(=O)COc1ccccc1)NCc1ccccc1	1	-5	1	-2	0.7	-3	0
O=C(COc1ccccc1F)Nc1ccccc1C(=O)NC1CC1	3	-1	-6	-9	-1.5	/	1
O=C(CCc1ccccc1)Nc1nnc(-c2cccs2)o1	-5	-3	0	-10	0.3	-5	0
C[C@@H]1CN([C@@H](C)CO)C(=O)c2cc(C3=CCCCC3)cnc2O[C@H]1CN(C)C(=O)C1CCOCC1	-2	3	-3	2	0.3	5[16.7 µM]	-2
COc1cccc(C2CC(=O)Nc3cc4c(cc32)CCC4)c1 (configuration not stated)	-66	9	0	0	-2.2	35	1
COCCCn1c(C(=O)Nc2ccc3c(c2)OCO3)cc2c(=O)n3ccccc3nc21	-2	3	-3	-3	-0.2	-8	3
COc1cccc(-n2c(CN3CCN(c4cccc(C)c4)C(C)C3)nc3ccc([N+](=O)[O-])cc3c2=O)c1 (configuration not stated)	0	5	/	2	-2.1	4	1
C[C@H](CO)N1C[C@H](C)[C@H](CN(C)Cc2ccccc2)Oc2ccc(NC(=O)Nc3ccc(C(F)(F)F)cc3)cc2C1=O	-6	0	1	-2	-0.3	-14[16.7 µM]	-2
Cc1cc(C(=O)NC2CC(C)(C)Cc3c2cnn3-c2ccc(F)cc2)nn1C (configuration not stated)	3	-1	1	4	-1.9	-7	1
O=C(NCCc1ccccn1)c1cccc(S(=O)(=O)N2CCc3ccccc32)c1	0	3	0	4	-0.1	2	4
COc1cccc(OC)c1OCCCCN1CCCCC1	8	4	-1	0	2.6	-3	-7
COc1c(Cl)cc(C(=O)NCc2ccco2)cc1Cl	6	0	-1	2	-0.1	-4	0
CCOc1cc(C(C(=O)NCC2CCCO2)N(C(=O)Cn2nnc3ccccc32)c2ccc(C(C)=O)cc2)ccc1O (configuration not stated)	0	-1	-2	-2	-1.7	-6	7
O=C(O)/C=C/S(=O)(=O)c1ccc2ccccc2c1	-13	2	-1	0	-3.3	/	8
O=C(CSc1nc2ccccc2c(=O)n1-c1ccccc1)N/N=C/C=C/c1ccccc1[N+](=O)[O-]	9	1	0	-4	0.6	/	0
Cc1ccc(N(CC(=O)NCc2ccc3c(c2)OCO3)C(=O)c2csnn2)cc1	5	-1	-5	-6	0.5	-2	1
CCOC(=O)c1cc(C(=O)Nc2sc3c(c2C#N)CCCC3)nn1C	-1	2	0	4	-1.2	-3	-2
CC(=O)NC[C@H]1[C@H](c2ccc(-c3cccnc3)cc2)[C@H](CO)N1C(=O)C1CC1	-3	-1	8	0	3.1	0[16.7 µM]	2
COc1cc(O)c(NC(C)=O)c2nonc12	-1	5	-1	-1	1.8	-11	9

Another view of part of the listing above.
Order of values: ERp5 inh | ERAP1 inh | SIRT5 block | DENV2 CPE rescue | F508del corr | miR-122 sensor | Casp6 inh
COc1cc(O)c(NC(C)=O)c2nonc12
    -1 | 5 | -1 | -1 | 1.8 | -11 | 9
O=C(CCC(=O)NNC(=O)COc1ccccc1)NCc1ccccc1
    1 | -5 | 1 | -2 | 0.7 | -3 | 0
